Source: PubChem (National Center for Advancing Translational Sciences (NCATS))
ELG1 DNA repair: inhibitors of ELG1-dependent DNA repair in HEK293T cells; HEK293T ELG1-luciferase reporter, luminescence, 16 h; DNA damage induced by 5-fluorouridine; Potency, µM (doses to about 46.1 µM), for inactives: at the highest dose activity change, negative = inhibition, usual class: inhibitors; 330,000 compounds, 2.3% hits; AID 504467; further: potency means the concentration at half of the fitted maximal effect; on the % scale 0 is the no-effect control and ±100 the full control effect; nearly all actives have a fitted effect of over 55% in size
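Step one: seed 2,000 cells per well. Step two: pin-transfer compound or DMSO alongside 5-fluorouridine. Step three: incubate 16 hr, 37 °C, 5% CO2. Step four: add ONE-Glo, wait 30 min, read luminescence.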
Eya2 phos inh: Eya2 (human) phosphatase inhibition; recombinant Eya2, OMFP fluorescence dephosphorylation (OMFP is methylfluorescein phosphate); Potency, µM (series often up to 76.9 µM), for the others: at the top dose activity, negative = inhibition, most hits filed as inhibitors; 330,000 compounds, 0.006% hits; further: potency means the concentration at half of the fitted maximal effect; on the % scale 0 is the no-effect control and ±100 the full control effect
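Eya2 protein (added as 0.2 uM solution) was preincubated with compound for 10 min at ambient temperature in 50 mM HEPES pH 7.5, 50 mM NaCl, 5 uM MgCl2, 0.05% BSA, 1 mM DTT. OMFP (added at 50 uM) then reacted 10 min; fluorescence read at 485/525 nm.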
Tb PFK block: T. brucei PFK enzyme inhibition; T. brucei PFK, ADP-Glo luminescence; Potency, µM (top dose mostly 57.5 µM), for the others: top-dose activity, negative = inhibition, actives largely listed as inhibitors; 330,000 compounds, 0.17% hits;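 further: potency means the concentration at half of the fitted maximal effect; 0% = uninhibited 1x PFK enzyme wells and -100% = no-enzyme wells; nearly all actives have a fitted effect of over 60% in size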
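Luminescent ADP detection (ADP-Glo, two-step: ATP depletion then ADP-to-ATP conversion for luciferase) reported PFK activity after 45 min room-temperature reaction of 1.25 nM enzyme with 0.5 mM F6P and 0.1 mM ATP at pH 8.0.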
TSHR antagonist: antagonists of human thyroid stimulating hormone receptor; activity change, negative = inhibition, % at 11.5 µM; 330,000 compounds, 0.2% hits; P16473; TSHR-expressing cells, TSH-stimulated cAMP HTRF, 2 h; stronger effect = lower value;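 active means activity change below a set negative limit, meaning inhibition stronger than a set level, cut at about -70% in these data; inconclusive means activity change between two set negative limits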; further: on the % scale 0 is the no-effect control and ±100 the full control effect
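Freshly harvested TSHR cells receive pin-tooled compound, then EC80 TSH at 4nM final. After 2 hours at 37 deg C, antibody in lysis buffer and cAMP-d2 are added; 30 minutes at ambient temperature precede the HTRF read.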
TCR act: activators of T cell receptors. primary human leukocytes, anti-CD3, IL-2 HTRF, 48 h. Potency, µM (doses to about 9.22 µM), for inactives: top-dose activation of IL-2 secretion, usual class: activators. 330,000 tested, under 10 active. AID 504894; further: % of control where 0% means no effect
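48 hr co-incubation of compounds, a-CD3 beads and primary human leukocytes; IL-2 quantified homogeneously by HTRF with anti-IL-2 K and d2 conjugates.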
USP2a inh: blocks human ubiquitin-specific protease USP2a. USP2 core, Ub-CHOP2 coupled fluorogenic reporter, 485/531. 330,000 compounds, 0.01% hits. O75604. Potency, µM (series often up to 38.3 µM), inactives show at the top dose activity change, negative = inhibition, hits mostly inhibitors;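 further: potency means the concentration at half of the fitted maximal effect; plate controls were DMSO wells for no effect and full inhibition by NEM control for full effect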
Target sequence (O75604 whole entry, looked up): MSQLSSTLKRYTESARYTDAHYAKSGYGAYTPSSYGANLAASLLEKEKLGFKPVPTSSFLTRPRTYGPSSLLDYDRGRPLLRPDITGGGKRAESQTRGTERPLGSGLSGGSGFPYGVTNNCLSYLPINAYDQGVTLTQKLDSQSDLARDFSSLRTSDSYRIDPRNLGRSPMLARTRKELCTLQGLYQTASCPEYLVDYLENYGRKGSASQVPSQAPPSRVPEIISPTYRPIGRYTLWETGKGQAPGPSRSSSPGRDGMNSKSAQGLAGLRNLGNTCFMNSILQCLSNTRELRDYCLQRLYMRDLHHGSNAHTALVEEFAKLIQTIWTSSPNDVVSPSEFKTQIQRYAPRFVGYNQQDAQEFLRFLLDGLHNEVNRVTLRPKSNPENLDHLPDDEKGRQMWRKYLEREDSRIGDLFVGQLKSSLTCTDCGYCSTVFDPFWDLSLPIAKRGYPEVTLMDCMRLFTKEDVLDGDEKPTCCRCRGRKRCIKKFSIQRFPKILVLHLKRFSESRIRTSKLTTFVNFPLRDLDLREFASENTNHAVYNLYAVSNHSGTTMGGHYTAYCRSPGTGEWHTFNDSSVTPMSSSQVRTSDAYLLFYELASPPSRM
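USP2 core (10nM final) preincubated 30min RT with compound in 20mM Tris-HCl pH 8.0, 2mM CaCl2, 2mM beta-mercaptoethanol, 0.05% CHAPS; 25nM Ub-CHOP2 plus 25nM reporter substrate added, fluorescence (Ex485/Em531) read after 60min.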
Mito fusion yeast: blocks mitochondrial division or promotes mitochondrial fusion; S. cerevisiae fusion-defective mutant growth rescue, CellTiterGlo 48 h; Potency, µM (doses to about 46.1 µM), without a hit: at the highest dose growth rescue (activation), hits mostly activators; 320,000 compounds, 0.23% hits;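 further: potency means the concentration at half of the fitted maximal effect; % of control where 0% means no effect; nearly all actives have a fitted effect of over 45% in size; temperature-sensitive fusion mutants such as fzo1-1 at 37 °C on non-fermentable ethanol glycerol medium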
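Luminescent cell viability in 1536-well qHTS format served as the measure of rescued growth in ts fusion-mutant S. cerevisiae cultured on non-fermentable YPEG for 48 hours at 37C.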
B2AR arrestin: beta2AR (human) beta-arrestin recruitment activity. P07550. Potency, µM (highest dose often 46.1 µM), for inactives: at the highest dose activation, usual class: activators. 330,000 compounds, 0.02% hits. AID 492947. beta-arrestin recruitment to beta2AR, cell-based reporter;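 further: potency means the concentration at half of the fitted maximal effect; 0% = DMSO controls and full agonism = EC100 isoproterenol or metaproterenol; nearly all actives have a fitted effect of over 65% in size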
PTAP TSG101 blk: blocks PTAP/TSG101 interaction to inhibit HIV-1 budding. Q99816. Fluorescence polarization, FITC-PTAP peptide / Tsg101 binding. Potency, µM (titrated, usually from 115 µM), for inactives: top-dose activity change, negative = inhibition, actives largely listed as inhibitors. 340,000 tested, under 10 active; active means well fitted inhibition curve with a large enough effect in the main read-out, with a control signal flat, not every such curve was filed as active; inconclusive means small, poorly fitted or top-dose-only effect, or effect the other way, or a change in a side signal; inactive means no such curve, though single readings can be large or run the other way; further: potency means the concentration at half of the fitted maximal effect; % of control where 0% means no effect
Target sequence (Q99816 whole entry, looked up): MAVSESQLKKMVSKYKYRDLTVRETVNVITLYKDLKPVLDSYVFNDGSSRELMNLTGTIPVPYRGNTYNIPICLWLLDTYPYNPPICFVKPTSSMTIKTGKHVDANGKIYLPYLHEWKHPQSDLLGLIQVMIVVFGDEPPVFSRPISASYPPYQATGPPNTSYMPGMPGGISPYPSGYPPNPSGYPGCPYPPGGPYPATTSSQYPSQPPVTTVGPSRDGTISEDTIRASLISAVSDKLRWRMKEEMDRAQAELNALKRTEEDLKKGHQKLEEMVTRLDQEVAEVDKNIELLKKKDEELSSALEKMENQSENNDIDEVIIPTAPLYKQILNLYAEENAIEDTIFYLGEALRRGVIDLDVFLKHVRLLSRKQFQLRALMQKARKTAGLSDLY
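FP read-out: FITC-PTAP peptide, 50 nM final, binding Tsg101 binding domain, 10 uM final; 20 min, r.t.; 10 mM HEPES pH 7.5, 0.15 M NaCl, 0.01% Tween 20, 3 mM EDTA, 0.1 mM TCEP.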
Chronic BCR inh: inhibitors of chronic active B-cell receptor signaling | Potency, µM (titrated, usually from 46.1 µM), inactives show top-dose ratio change, negative = lower green/red ratio, most hits filed as inhibitors | ABC-DLBCL IkBa-CBG/CBR reporter, luminescence ratio, 4 h | 340,000 compounds, 0.05% hits; active means well fitted inhibition curve with a large enough effect in the signal ratio, with a control signal flat, not every such curve was filed as active; inconclusive means small, poorly fitted or top-dose-only effect, or effect the other way, or a change in a side signal; the % refers to the signal ratio;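 further: potency means the concentration at half of the fitted maximal effect; plate controls were basal doxycycline-induced cells for no effect and cells given 10 µM MG132 for full effect; MG132 reads +100%, hits lower the ratio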
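TMD8 human ABC-DLBCL cells with doxycycline-inducible IκBα–green luciferase fusion and unfused red luciferase, in 0.5% FBS medium; compounds up to 46 uM, 4 h at 37C. Green/red luminescence ratio, filter-overlap corrected, fitted to concentration-response curves.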
uPA surface inh: cell surface uPA generation inhibition; cell surface uPA generation assay, qHTS; Potency, µM (top dose mostly 38.3 µM), inactives show at the highest dose activity change, negative = inhibition, most hits filed as inhibitors; 330,000 compounds, 0.31% hits; AID 540303; active means well fitted inhibition curve with a large enough effect; inconclusive means small, poorly fitted or top-dose-only effect; inactive means no such curve, though single readings can be large or run the other way; tested in mouse RAW 264.7 cells; further: potency means the concentration at half of the fitted maximal effect; on the % scale 0 is the no-effect control and ±100 the full control effect; nearly all actives have a fitted effect of over 55% in size
* = called active by the depositor; ? = inconclusive; . = no result given; [ ] = dose if it differs, or a comment. Unless noted, the call rests on the fitted dose curve; in most records, active means well fitted curve in the direction sought with a large enough effect; inconclusive means small, poorly fitted or top-dose-only effect, or another doubt; inactive means no such curve, though single readings can be large; an effect the other way counts as inactive or inconclusive.

SMILES	ELG1 DNA repair	Eya2 phos inh	Tb PFK block	TSHR antagonist	TCR act	USP2a inh	Mito fusion yeast	B2AR arrestin	PTAP TSG101 blk	Chronic BCR inh	uPA surface inh
C[C@@H](N)C(=O)NC[C@H]1CC[C@H](C(=O)N[C@@H](Cc2ccccc2)C(=O)O)CC1	8%	-15%	7%	2	1%	-1%	4%	-0.3%	-5%	0%	3%
Cc1ccc(C(C#N)c2ccc(C(=O)c3ccc(F)cc3)cc2)cc1 (stereo unspecified)	-5%	8%	3%	1	1%	0%	6%	-0.8%	-6%	20%	1%
Cc1cccc(N2CCN(S(=O)(=O)c3ccc4c(c3)CC(=O)N4C)CC2)c1C	-2%	-3%	2%	-9	-4%	3%	3%	0.0%	-2%	4%	11%
CSc1nc2ccccc2cc1/C=C(\C#N)c1ccc(Cl)c(Cl)c1	8%	5%	2%	-1	10%	-1%	2%	0.3%	0%	6%	4%
CCOc1ccc(OCCCC(=O)N(C)CC(=O)Nc2ccc(N3CCOCC3)cc2)cc1	2%	19%	1%	-1	0%	5%	-7%	-0.1%	-2%	-1%	-4%
CCCNS(=O)(=O)c1cccc(C(=O)NNC(=O)c2cc(C)oc2C)c1	?	22%	-2%	4	-1%	5%	-6%	-3.1%	2%	3%	7%
Cc1cc(S(=O)(=O)NC2CCCC2)ccc1-n1cnnn1	-6%	0%	17%	-4	-5%	-2%	-3%	-1.0%	-2%	7%	1%
CN(/C=C/C(=O)C(F)(F)C(F)(F)F)Cc1ccccc1	14%	-2%	-8%	-1	3%	-1%	0%	-0.1%	-4%	?	1%
NNc1ncnc2sc3c(c12)CCC3	?	-13%	7%	-7	-1%	-3%	13%	0.1%	2%	-3%	.
CCCN1C(=O)c2cc(C(=O)Nc3cccc(C(C)=O)c3)ccc2C1Nc1cccc(C(C)=O)c1 (stereo unspecified)	16µM*	1%	-6%	4	1%	0%	2%	-0.5%	-2%	-19%	-10%
CC(=O)c1cc2c(cc1N/C(=N/S(=O)(=O)c1ccc(C)cc1)c1ccc(Cl)cc1)OCO2	9%	2%	2%	3	2%[46.1 µM]	1%	19%	-0.9%	0%	?	-4%
O=C(Nc1nc(-c2cccs2)c(-c2ccccc2)s1)c1ccco1	30%	1%	7%	-21	11%	-12%	25%	-0.7%	0%	5%	-7%
Cc1c(N)cccc1-c1nc2ccccc2[nH]1	?	5%	-1%	17	-4%[46.1 µM]	5%	-2%	3.2%	-7%	?	-3%
C/C(=N\O)c1ccc(Cl)cc1Cl	1%	-4%	-3%	4	13%	6%	1%	0.8%	-9%	-5%	-1%
Cc1ncc(CN2CCC(C(=O)Nc3ccc(-n4cccn4)cc3)CC2)s1	4%	-7%	1%	-5	12%	0%	-2%	-0.8%	-1%	?	-15%
CC(=O)N1CCC(C(=O)N2CCN(S(=O)(=O)c3ccc(F)cc3)CC2)CC1	7%	10%	-3%	15	7%	0%	-1%	-0.3%	-1%	-4%	1%
COCCn1c(C)cc(C(=O)COc2ccc(N(C)S(=O)(=O)c3ccc(C)cc3)cc2)c1C	?	9%	-3%	-25	2%	-1%	1%	-1.2%	-7%	-1%	16%
O=[N+]([O-])c1ccccc1S(=O)(=O)Nc1cccc(-c2ccc3nncn3n2)c1	0%	6%	5%	-13	-7%	-1%	7%	-0.6%	1%	?	-5%
CCN(CC)CCNc1ccc2nnc(CCNS(=O)(=O)c3ccc(C)cc3)n2n1	14%	14%	-4%	13	-1%	-1%	4%	-0.1%	0%	-1%	8%
CN(C(=O)COC(=O)c1cccnc1Nc1cccc(C(F)(F)F)c1)C1CCS(=O)(=O)C1 (stereo unspecified)	0%	3%	-4%	9	4%[46.1 µM]	1%	-7%	-0.1%	-3%	?	-4%
Cc1[nH]c2ccccc2c1C(=O)CN1CC(C)OC(C)C1 (stereo unspecified)	2%	-19%	-3%	-2	-1%	-1%	4%	-0.5%	-2%	17%	-7%
COc1ccc(CNC(=O)COc2cc(O)c3c(c2)OC(C)(C)CC3=O)cc1	-6%	0%	3%	-1	2%	0%	2%	-0.2%	-8%	-3%	0%
CCCn1c(NCCO)nc2ccccc21	10%	-11%	-3%	9	-2%	0%	2%	0.4%	-2%	3%	0%
Cc1ccc(-n2nnnc2CNC(=O)c2ccc([N+](=O)[O-])o2)cc1C	?	-13%	-14%	11	-1%	-1%	9%	0.2%	-1%	?	?
CCn1ncc(S(=O)(=O)Nc2cccnc2)c1C	-3%	-1%	0%	-2	0%	-2%	3%	-0.6%	-6%	0%	8%
CN(C)c1oc(-c2ccccc2F)nc1C#N	10%	-4%	3%	4	2%[46.1 µM]	5%	0%	0.4%	-2%	-10%	-10%
CCOC(=O)C1=C(C)NC(=O)/C1=C\N(C)C	6%	-4%	2%	1	10%	1%	-1%	0.2%	3%	4%	4%
CC(C)OC(=O)Nc1ccc2c(c1)N(C(=O)CCN1CCN(CCO)CC1)c1ccccc1CC2	?	-5%	-5%	17	-1%	1%	4%	0.2%	-4%	-6%	-12%
COc1ccc(NC(=O)Cn2cc(C(=O)c3ccco3)c3ccccc32)cc1	?	-19%	-3%	-9	6%	2%	-1%	0.5%	-4%	0%	-3%
Cc1ncc([N+](=O)[O-])n1CC(=O)Nc1ccc(F)cc1	3%	-11%	-9%	9	0%	3%	6%	0.2%	-5%	9%	6%
O=C(COC(=O)C12CC3CC(CC(C3)C1)C2)NCc1ccccc1	0%	-14%	0%	.	3%	7%	.	-0.1%	-7%	-3%	3%
O=C(Nc1ccccc1)ON=C1c2ccccc2-c2ccccc21	?	-20%	18%	9	6%	-1%	5%	-0.3%	-1%	-1%	2%
COC(=O)C1CC(O)CN1S(=O)(=O)c1ccc2ccccc2c1 (stereo unspecified)	4%	10%	1%	16	9%	2%	-3%	0.2%	-10%	-1%	-1%
CCOCCCNCc1cc(Cl)ccc1OCC	8%	-12%	-2%	-3	-1%	1%	1%	-0.3%	-2%	5%	-12%
CC(C)c1ccc(NC(=O)c2ccccc2NC(=O)C2CCCCC2C(=O)O)cc1 (stereo unspecified)	?	3%	1%	-5	-3%	1%	2%	-0.7%	0%	-10%	-2%
CC1(C)CC(=O)c2c(S(C)(=O)=O)sc(Br)c2C1	0%	-15%	-3%	-2	0%	-2%	-1%	-0.8%	-8%	-10%	?
Nc1cc(Cl)ccc1C(=O)OCC(=O)N1CCCCCC1	0%	2%	0%	9	2%	-2%	.	0.1%	1%	2%	-24%
CN(Cc1cccc(F)c1)C(=O)c1ccc(NS(=O)(=O)c2ccc3[nH]c(=O)[nH]c3c2)cc1	5%	-7%	5%	7	-1%	-1%	-12%	-0.1%	-1%	?	3%
c1ccc2nc(-c3nc4ccccc4[nH]3)ccc2c1	?	-7%	-20%	-7	0%	-1%	-1%	-1.1%	0%	?	-21%
Cc1nc(NC(=O)CSc2nnc(-c3ccccc3)c(-c3ccccc3)n2)c(Cl)cc1Cl	?	2%	-4%	-6	1%[46.1 µM]	-5%	?	-1.0%	3%	3%	-1%
Cc1ccc(CNC(=O)C2CCCN(S(=O)(=O)c3cccc4nonc34)C2)cc1 (stereo unspecified)	0%	20%	-4%	34	-1%	0%	2%	-0.2%	-5%	-9%	-8%
C=C1CCN(C(C(=O)OC)C(C)C)S(=O)(=O)c2ccc(F)cc21 (stereo unspecified)	-5%	-7%	5%	-1	3%	1%	-25%	-0.3%	-11%	6%	-11%
C/C(=N/NC(=O)c1ccc2nc[nH]c2c1)c1cccs1	?	-1%	0%	17	11%[46.1 µM]	0%	-5%	0.0%	-2%	?	-5%
O=S(=O)(c1ccccc1)N1CCN(C(=S)NC2CCCC2)CC1	?	-12%	-1%	12	-3%	2%	-3%	-0.4%	1%	4%	1%
CCOC(=O)Cc1csc(NC(=O)c2sc3nc4ccc(CC)cc4cc3c2N)n1	?	8%	-1%	-15	-6%	7%	0%	-0.6%	6%	?	-4%
Cc1ccsc1/C=N/Nc1nc2ccccc2[nH]1	?	-6%	2%	-12	-5%[46.1 µM]	3%	8%	0.0%	0%	?	?
CC(NC(=O)CSc1nc2ccc(N)cc2s1)c1ccccc1 (stereo unspecified)	-16%	-6%	4%	20	2%	-1%	18%	-0.1%	1%	2%	.

The order is random, and some 3% of all compounds hit somewhere here.
